# KCNH2 3.1 block – KCNH2 3.1 (human) potassium channel inhibition; U2OS KCNH2 3.1, thallium flux FluxOr; stronger effect = lower value; activity change, % (tested at about 1.8 µM); actives 0.95% (n = 340,000); AID 720553;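 active means maximum activity change below -70%; inconclusive means maximum activity change from -70% to -50%; inactive means maximum activity change above -50%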;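 further: thallium influx rate constant from kinetic fluorescence after stimulation buffer; on the % scale 0 is the no-effect control and ±100 the full control effect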
#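 Kinetic fluorescence (2 min after stimulation buffer) measures Tl+ influx through KCNH2 3.1 expressed by viral transduction in U2OS cells; the rate constant is normalized against DMSO controls serving as positive and negative references.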
# RORg inh – blocks mouse ROR gamma transcriptional activity | Drosophila S2 Gal4-RORgamma UAS-luciferase reporter, 20 h | Potency, µM (doses to about 53.6 µM), inactives show top-dose activity change, negative = inhibition, hits mostly inhibitors | actives 5.4% (n = 310,000); further: potency means the concentration at half of the fitted maximal effect; on the % scale 0 is the no-effect control and ±100 the full control effect; nearly all actives have a fitted effect of over 60% in size
# Target sequence (P51450 whole entry, looked up, the tested form may be a part): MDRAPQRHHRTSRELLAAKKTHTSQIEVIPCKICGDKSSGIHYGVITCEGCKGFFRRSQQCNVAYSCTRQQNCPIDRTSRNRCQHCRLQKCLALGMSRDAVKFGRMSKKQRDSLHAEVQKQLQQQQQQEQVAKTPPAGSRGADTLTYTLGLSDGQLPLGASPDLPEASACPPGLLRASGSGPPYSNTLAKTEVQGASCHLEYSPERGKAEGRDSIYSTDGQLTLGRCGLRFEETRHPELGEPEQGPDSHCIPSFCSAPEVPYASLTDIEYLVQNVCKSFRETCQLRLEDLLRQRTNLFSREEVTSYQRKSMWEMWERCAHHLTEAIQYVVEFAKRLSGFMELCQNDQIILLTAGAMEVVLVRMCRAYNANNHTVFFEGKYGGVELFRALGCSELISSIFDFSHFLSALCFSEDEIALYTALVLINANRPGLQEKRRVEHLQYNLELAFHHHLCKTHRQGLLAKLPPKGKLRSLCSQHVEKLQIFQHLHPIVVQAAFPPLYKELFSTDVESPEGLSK
#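 Read-out: Photinus luciferase luminescence; inhibitors lower reporter signal. Insect Schneider cells with Gal4-ROR gamma fusion under metallothionein promoter, UAS reporter; 700 uM final copper sulfate induction, 20 hr, ambient temperature.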
# NPC1 prom act – activates the NPC1 promoter; Huh7 NPC1 promoter luciferase reporter, 24 h; actives 2.4% (n = 320,000); AID 485313; Potency, µM (series often up to 9.22 µM), for inactives: at the highest dose activation, usual class: activators;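 further: potency means the concentration at half of the fitted maximal effect; % of control where 0% means no effect; nearly all actives have a fitted effect of over 60% in size; reporter is driven by a mutant NPC1 promoter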
#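 Quantitative HTS used a cell-based reporter: Huh7 cells stably bearing the NPC1 promoter upstream of luciferase were treated with compounds for 24 h, and promoter activation was read as luminescence.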
# Gal4-VP16 FLuc – inhibits Gal4-VP16 luciferase reporter, ROR gamma counter-screen. Drosophila S2 Gal4-VP16 UAS-luciferase, luminescence, 20 h. Potency, µM (titrated, usually from 53.6 µM), inactives show at the highest dose activity, negative = inhibition, most hits filed as inhibitors. actives 3.5% (n = 310,000);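 further: Gal4-VP16 expression switched on by copper sulfate through the metallothionein promoter; potency means the concentration at half of the fitted maximal effect; on the % scale 0 is the no-effect control and ±100 the full control effect; nearly all actives have a fitted effect of over 50% in size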
# uPA generation – cell surface uPA generation inhibition; Potency, µM (top dose mostly 38.3 µM), without a hit: at the highest dose activity change, negative = inhibition, usual class: inhibitors; AID 540303; cell surface uPA generation assay, qHTS; actives 0.31% (n = 330,000); active means well fitted inhibition curve with a large enough effect; inconclusive means small, poorly fitted or top-dose-only effect; inactive means no such curve, though single readings can be large or run the other way; tested in mouse RAW 264.7 cells; further: potency means the concentration at half of the fitted maximal effect; on the % scale 0 is the no-effect control and ±100 the full control effect; nearly all actives have a fitted effect of over 55% in size
# FLuc modulator – inhibits or activates purified firefly luciferase, miR-21 counter-screen; P08659; purified FLuc, Km substrates, luminescence inhibition; Potency, µM (series often up to 57.5 µM), for inactives: top-dose activity change, negative = inhibition, actives largely listed as inhibitors; actives 6.9% (n = 360,000);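 further: potency means the concentration at half of the fitted maximal effect; plate controls were vehicle for no effect and reference inhibitor for full effect; nearly all actives have a fitted effect of over 55% in size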
#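 Biochemical qHTS of compounds, final roughly 60 µM downward over six points, against 10 nM purified firefly luciferase using Km concentrations of substrates (10 uM D-luciferin, 10 uM ATP) in Tris acetate pH 7.5 buffer; luminescence output.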
# ELG1 genotox – genotoxicity induction in ELG1-luciferase HEK293T cells | Potency, µM (highest dose often 46 µM), for the others: at the highest dose activity change, positive = activation, most hits filed as activators | HEK293T ELG1-luciferase reporter, luminescence, 16 h | actives 1.3% (n = 330,000) | AID 504466; further: potency means the concentration at half of the fitted maximal effect; % of control where 0% means no effect; nearly all actives have a fitted effect of over 60% in size
#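 16 hr compound incubation (37 °C, 5% CO2) of HEK293T cells carrying luciferase-tagged ELG1; luciferase then measured by ONE-Glo luminescence after 30 min at RT.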
# Tb PFK block – inhibitors of T. brucei phosphofructokinase; T. brucei PFK, ADP-Glo luminescence; AID 485367; actives 0.17% (n = 330,000); O15648; Potency, µM (titrated, usually from 57.5 µM), for inactives: at the highest dose activity, negative = inhibition, most hits filed as inhibitors;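 further: potency means the concentration at half of the fitted maximal effect; 0% = uninhibited 1x PFK enzyme wells and -100% = no-enzyme wells; nearly all actives have a fitted effect of over 60% in size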
# Target sequence (O15648 whole entry, looked up): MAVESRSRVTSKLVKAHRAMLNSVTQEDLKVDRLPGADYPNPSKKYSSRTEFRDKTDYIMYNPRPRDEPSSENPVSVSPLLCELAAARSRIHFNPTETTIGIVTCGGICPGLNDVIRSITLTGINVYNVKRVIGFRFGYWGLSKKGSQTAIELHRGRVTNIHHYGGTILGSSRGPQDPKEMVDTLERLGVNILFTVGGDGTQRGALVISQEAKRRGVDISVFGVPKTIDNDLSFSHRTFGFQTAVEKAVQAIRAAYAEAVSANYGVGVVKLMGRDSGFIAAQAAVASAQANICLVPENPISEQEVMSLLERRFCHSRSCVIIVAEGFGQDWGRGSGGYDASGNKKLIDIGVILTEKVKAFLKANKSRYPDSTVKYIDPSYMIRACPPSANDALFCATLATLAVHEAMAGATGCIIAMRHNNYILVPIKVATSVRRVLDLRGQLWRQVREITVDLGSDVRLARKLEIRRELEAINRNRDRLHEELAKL
#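 In TEA buffer at pH 8.0 with 5 mM MgCl2, enzyme (1.25 nM) converted F6P (0.5 mM) and ATP (0.1 mM) for 45 min at room temperature. ADP product was read by luciferase luminescence.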
# FBPA coupling cs – counter-screen for Giardia aldolase inhibitors: coupling enzyme system. activity change, negative = inhibition, % at 58.2 µM, hits read low. actives 0.67% (n = 290,000). coupling enzyme system counterscreen, AmpLite Red fluorescence; in the data active means activity change below about -30%; further: on the % scale 0 is the no-effect control and ±100 the full control effect
#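 Counterscreen lacking aldolase: glyceraldehyde-3-phosphate coupling-enzyme reagent preincubated 10 min at RT with compound (at 57.5 uM final), then substrate/coupling system with AmpLite Red added; fluorescence read at 525/598 nm after 20 min RT.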
# Giardia killer – Giardia lamblia killing. actives 0.15% (n = 340,000). Giardia lamblia trophozoite viability. activity change, % at 7.66 µM, hits read low; in the data active means activity change below about -80%; inconclusive means between about -30% and that limit;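 further: parasites exposed to compound for two days anaerobically before the ATP read; on the % scale 0 is the no-effect control and ±100 the full control effect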
#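 Viability, read as ATP luminescence: trophozoites at 100 cells/well, compound added, 48 hrs anaerobic at 37 deg C, then 15-30 min room-temperature development before reading.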
# Rab9 prom act – activates the Rab9 promoter. Potency, µM (highest dose often 9.22 µM), inactives show top-dose activation, negative = inhibition, hits mostly activators. AID 485297. actives 2.8% (n = 320,000). Huh7 Rab9 promoter-luciferase reporter, luminescence, 24 h; further: potency means the concentration at half of the fitted maximal effect; % of control where 0% means no effect; nearly all actives have a fitted effect of over 60% in size
#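 Huh7 reporter line, Rab9 promoter upstream of luciferase. Compound exposure 24 h at 37 °C in reduced-serum medium with 10% FBS. Read-out: luminescence.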
# An asterisk follows results filed as active; ? = inconclusive; / = not tested or not shown; [ ] = remark or other dose. Unless noted, the call rests on the fitted dose curve; in most records, active means well fitted curve in the direction sought with a large enough effect; inconclusive means small, poorly fitted or top-dose-only effect, or another doubt; inactive means no such curve, though single readings can be large; an effect the other way counts as inactive or inconclusive.
SMILES,KCNH2 3.1 block,RORg inh,NPC1 prom act,Gal4-VP16 FLuc,uPA generation,FLuc modulator,ELG1 genotox,Tb PFK block,FBPA coupling cs,Giardia killer,Rab9 prom act
Cc1sc2ncnc(NCc3cccnc3)c2c1C,4,-4%,-4%,-10%,-1%,-2%,-5%,0%,0,-16,-5%
CN(C1CCCCC1)S(=O)(=O)c1ccc2c(c1)c(=O)c(C(=O)NCCN1CCCC1)cn2C,-36,-1%,1%,-5%,5%,-1%,3%,2%,5,8,-1%
O=S(=O)(c1ccccc1)N1CCN(c2nc(-c3cccs3)nc3ccccc23)CC1,/,-1%,-2%,?,/,-2%,-5%,-1%,0,3,-1%
O=C(O)c1nn2cc(CCO)cnc2c1Cl,8,?,-4%,-14%,2%,?,13%,4%,-3,-20,-2%
COc1cc(-c2n[nH]c(=S)n2-c2ccccc2C(F)(F)F)cc(OC)c1OC,-10,?,-1%,-8%,1%,0%,?,-7%,-1,-5,0%
CCn1c(=O)cc(SCC(=O)N2CCCCC2)c2ccccc21,-3,-16%,0%,-3%,/,1%,?,0%,3,-5,0%
CC1Cc2ccccc2N1C(=O)CNc1cccc(S(=O)(=O)N2CCCC2)c1 (stereo not given),6,3%,-5%,6%,0%,0%,-6%,0%,1,-2,-6%
CCC1(c2ccc(C)cc2)NC(=O)N(CC(=O)Nc2cccc(S(=O)(=O)N3CCCC3)c2)C1=O (stereo not given),-19,/,-2%,/,3%,/,-3%,0%,/,33[activator],16%
O=[N+]([O-])c1ccc(Cl)c(S(=O)(=O)Nc2ccc3cn[nH]c3c2)c1,17,/,/,/,-2%,/,-2%,0%,/,12,/
CCn1c(-c2ccc(Cl)cc2)n[nH]c1=S,9,10µM*,-8%,13µM*,/,4%,0%,1%,-3,-18,-2%
COc1ccc(C)cc1S(=O)(=O)Nc1ccncc1,-14,-13%,-3%,-5%,2%,-3%,-3%,-1%,2,-2,0%
CCSC1=C(C#N)C(c2ccc(Cl)cc2)C2=C(CCCC2=O)N1 (stereo not given),-9,21%,-7%,0%,-1%,4%,-15%,9%,-5,-21,-8%
O=C(COc1ccc([N+](=O)[O-])cc1)Nc1nnc(-c2cccnc2)s1,1,14%,-6%,7%,5%,?,-2%,-8%,9,37[activator],0%
CC(=O)N1CCN(c2ccc(NCc3ccc(C(C)C)cc3)cc2)CC1,-21,?,-5%,1.1µM*,-10%,-10%,-8%,0%,-15,8,-10%
CC(C)NS(=O)(=O)c1cccc2nsnc12,-2,4%,7%,3%,-7%,-1%,0%,0%,0,17,0%
O=C(CCNC(=O)c1ccccc1Cl)Nc1ccc2c(c1)OCO2,-4,-12%,3%,-8%,2%,-9%,0%,-3%,-2,2,-3%
COc1ccc2oc(=O)c(C(=O)Nc3cccc(C(C)=O)c3)cc2c1,-17,2µM*,28%,5.6µM*,-2%,4.8µM*,8%,-1%,1,9,?
CN(C)/N=C/c1c(O)ccc2ccccc12,-15,-2%,-2%,3%,7%,?,0%,2%,-5,-2,-3%
CCN(CC)c1ccc(/C=C/C(=O)c2cccnc2)cc1,23,6%,0%,-5%,5%,-1%,-6%,-1%,-1,-8,-1%
Cc1nc(SCc2c(F)cccc2Cl)n[nH]1,-8,?,-4%,7%,11%,-15%,8%,-5%,0,-5,4%
Cc1ccc(-c2csc(NC(=O)c3ccc(F)cc3)c2C(=O)O)cc1,1,-5%,?,-5%,-8%,12µM*,-6%,-3%,-26,-29,4µM*
COc1ccc(-c2ccc3c(c2)S(=O)(=O)c2cccc(C(=O)NCc4cc(C)oc4C(F)(F)F)c2C3=O)cc1OC,-6,/,/,/,8%,/,10%,2%,/,-13,/
Cc1ccc(/C=N/NC(=O)c2ccc(C(=O)N/N=C/c3ccc(C)s3)o2)s1,-16,8.9µM*,6%,-21%,2%,?,10%,2%,-1,-14,-1%
CCOc1ccc(NC(=S)N=Nc2c(O)[nH]c3ccccc23)cc1,-4,2.2µM*,-8%,5µM*,-5%,-16%,-10%,12%,0,-23,-4%
CCOC(=O)COc1ccc(C(=O)c2ccccc2)c(O)c1,1,-6%,3%,-6%,2%,?,2%,0%,-1,-3,-2%
COc1cc(C(=O)NNC(=O)c2ccc3ccccc3n2)cc(OC)c1OC,-1,/,-5%,/,-25%,/,14%,18%,/,8,18%
Cc1ccc(Cl)c(OC(=O)c2nn(C(C)C)c(=O)c3ccccc23)c1,3,-7%,-2%,-22%,?,4%,-3%,2%,0,23,-3%
Cc1cccc(C)c1Nc1ncnc(N)c1[N+](=O)[O-],1,?,-3%,-9%,-7%,4%,1%,6%,4,-6,-1%
O=C(CNC(=O)c1ccco1)Nc1ccc(Cl)cc1,6,35%,?,-8%,4%,?,?,-1%,2,-3,?
O=C(Nc1cccc2ccccc12)c1cnsn1,8,3%,-2%,8%,-8%,4%,7%,2%,1,-1,1%
COc1ccc(C(=O)NC(=S)NCc2ccco2)cc1OC,1,18µM*,-4%,16%[0.365 µM],-1%,-15%,0%,5%,1,2,-3%
O=C(C1CCC(CNS(=O)(=O)c2ccccc2)CC1)N1CCOCC1 (stereo not given),-1,10%,-1%,2%,-1%,4%,-1%,2%,0,7,-4%
CCOC(=O)Cn1c2c(c(=N)c3c1CCC3)CCCC2,48,-1%,-4%,-5%,-2%,-1%,-4%,-3%,-1,-6,-3%
Cc1ccc(-c2ccc(SCC(=O)NCC3CCCO3)nn2)cc1 (stereo not given),3,-23%,11%,2%,-7%,17µM*,2%,-4%,2,-6,18%
c1nc(NC2CCCCCC2)c2[nH]cnc2n1,6,?,2%,-19%,-14%,-15%,-4%,2%,2,1,-6%
CC(C)CC(c1nnnn1C(C)(C)C)N1CCN(C2CCCC2)CC1 (stereo not given),12,-18%,-3%,-8%,6%,1%,0%,1%,0,-15,-1%
O=C1c2ccccc2C(=O)N1CC1c2ccccc2CCN1S(=O)(=O)c1cnc[nH]1 (stereo not given),-13,-8%,-3%,1%,0%,2%,0%,10%,-1,-1,-4%
CC(C)(C)OC(=O)NNC1CC(=O)N(c2ccccc2F)C1=O (stereo not given),8,4%,0%,-5%,4%,6%,-1%,0%,1,7,-1%
COc1cccc(N2CCN(c3ccc4nnc(CCC(=O)Nc5ccc(C)cn5)n4n3)CC2)c1,-41,4%,-7%,-1%,-10%,-1%,-4%,-1%,/,-27,5%
CN(/N=C/c1cccc(Br)c1)C1=NS(=O)(=O)c2ccccc21,-6,17%,-4%,-3%,-1%,0%,-3%,3%,0,5,2%
CCN(CC(=O)Nc1c(F)cccc1F)C(=O)c1ccc2c(c1)OCO2,4,/,-2%[1.84 µM],/,-6%,1%,2%,0%,/,-20,-2%
CC(=O)Nc1ccc(NC(=O)CCC(=O)NCCO)cc1,2,-29%,1%,4%,/,6%,-1%,6%,2,-2,1%
COc1cc(CN2CCSCC2)cc(OC)c1OC,-2,7%,-3%,-25%,-3%,-10%,0%,-19%,1,11,-1%
CCCSc1nc2c3c(sc2c(=O)[nH]1)CC(C)(CC)OC3 (stereo not given),-19,-25%,5%,1%,-1%,5.4µM*,4%,-3%,1,-5,3%
CCOC(=O)C1CCN(C(=O)COC(=O)CSc2ccccc2C)CC1,3,/,/,/,3%,/,1%,8%,/,0,/
N=C1c2ccccc2CN1c1ccc(N2CCOCC2)c(S(=O)(=O)Nc2ccc(Cl)cc2)c1,/,0%,-1%,-7%,/,-15%,0%,?,1,/,1%
COc1ccc(N=C2SC(CC(=O)Nc3cccc(Cl)c3)C(=O)N2Cc2ccco2)cc1 (stereo not given),-14,20%,-1%,?,-2%,-9%,-5%,-1%,-5,?,1%
Cc1sc2nc(CN(C(=O)c3cccs3)C3CCCC3)[nH]c(=O)c2c1C,-5,11µM*,-3%,?,1%,-1%,-1%,1%,2,4,-2%
COc1ccc(Cc2nnc(SCC(=O)Nc3ccc(N4CCOCC4)cc3)o2)cc1,15,-16%,1%,-14%,0%,-14%,-2%,1%,-1,13,1%
Cc1ccnn2c(-c3ccccc3)c3c(=O)n(C)c(=O)n(C)c3c12,/,4%,0%,3%,/,5%,-5%,-2%,-1,/,-1%
O=c1[nH]cccc1-c1nc2ccccc2n1Cc1ccc(Cl)cc1,0,?,-10%,-21%,0%,5%,-1%,-1%,-5,1,4%[1.84 µM]
Cc1ccc(S(=O)(=O)N2[C@@H](c3ccc(C(C)(C)C)cc3)C(C(=O)O)=CC[C@H]2c2cccs2)cc1,9,/,/,/,-24%,/,0%,-3%,/,-4,/

# Screening data as filed in PubChem BioAssay.
